Assay outcomes: PubChem BioAssay, University of Kansas High Throughput Screening Laboratory
Pf apPOL inh – Pf-apPOL DNA polymerase inhibition. Recombinant Pf-apPOL, molecular beacon fluorescence, 1.5 h. AID 1794808. 210,000 compounds, 0.25% hits. inhibition, % at 10 µM
mHTT CaM bind – inhibitors of human mutant huntingtin-calmodulin interaction; 190,000 compounds, 3.6% hits; inhibition, % at 15 µM; AlphaScreen His-mHTT/GST-CaM binding, luminescence; AID 1671202; P42858;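 further: 0% = both proteins with DMSO and 100% = one protein alone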
Target sequence (P42858 whole entry, looked up, stated change not applied): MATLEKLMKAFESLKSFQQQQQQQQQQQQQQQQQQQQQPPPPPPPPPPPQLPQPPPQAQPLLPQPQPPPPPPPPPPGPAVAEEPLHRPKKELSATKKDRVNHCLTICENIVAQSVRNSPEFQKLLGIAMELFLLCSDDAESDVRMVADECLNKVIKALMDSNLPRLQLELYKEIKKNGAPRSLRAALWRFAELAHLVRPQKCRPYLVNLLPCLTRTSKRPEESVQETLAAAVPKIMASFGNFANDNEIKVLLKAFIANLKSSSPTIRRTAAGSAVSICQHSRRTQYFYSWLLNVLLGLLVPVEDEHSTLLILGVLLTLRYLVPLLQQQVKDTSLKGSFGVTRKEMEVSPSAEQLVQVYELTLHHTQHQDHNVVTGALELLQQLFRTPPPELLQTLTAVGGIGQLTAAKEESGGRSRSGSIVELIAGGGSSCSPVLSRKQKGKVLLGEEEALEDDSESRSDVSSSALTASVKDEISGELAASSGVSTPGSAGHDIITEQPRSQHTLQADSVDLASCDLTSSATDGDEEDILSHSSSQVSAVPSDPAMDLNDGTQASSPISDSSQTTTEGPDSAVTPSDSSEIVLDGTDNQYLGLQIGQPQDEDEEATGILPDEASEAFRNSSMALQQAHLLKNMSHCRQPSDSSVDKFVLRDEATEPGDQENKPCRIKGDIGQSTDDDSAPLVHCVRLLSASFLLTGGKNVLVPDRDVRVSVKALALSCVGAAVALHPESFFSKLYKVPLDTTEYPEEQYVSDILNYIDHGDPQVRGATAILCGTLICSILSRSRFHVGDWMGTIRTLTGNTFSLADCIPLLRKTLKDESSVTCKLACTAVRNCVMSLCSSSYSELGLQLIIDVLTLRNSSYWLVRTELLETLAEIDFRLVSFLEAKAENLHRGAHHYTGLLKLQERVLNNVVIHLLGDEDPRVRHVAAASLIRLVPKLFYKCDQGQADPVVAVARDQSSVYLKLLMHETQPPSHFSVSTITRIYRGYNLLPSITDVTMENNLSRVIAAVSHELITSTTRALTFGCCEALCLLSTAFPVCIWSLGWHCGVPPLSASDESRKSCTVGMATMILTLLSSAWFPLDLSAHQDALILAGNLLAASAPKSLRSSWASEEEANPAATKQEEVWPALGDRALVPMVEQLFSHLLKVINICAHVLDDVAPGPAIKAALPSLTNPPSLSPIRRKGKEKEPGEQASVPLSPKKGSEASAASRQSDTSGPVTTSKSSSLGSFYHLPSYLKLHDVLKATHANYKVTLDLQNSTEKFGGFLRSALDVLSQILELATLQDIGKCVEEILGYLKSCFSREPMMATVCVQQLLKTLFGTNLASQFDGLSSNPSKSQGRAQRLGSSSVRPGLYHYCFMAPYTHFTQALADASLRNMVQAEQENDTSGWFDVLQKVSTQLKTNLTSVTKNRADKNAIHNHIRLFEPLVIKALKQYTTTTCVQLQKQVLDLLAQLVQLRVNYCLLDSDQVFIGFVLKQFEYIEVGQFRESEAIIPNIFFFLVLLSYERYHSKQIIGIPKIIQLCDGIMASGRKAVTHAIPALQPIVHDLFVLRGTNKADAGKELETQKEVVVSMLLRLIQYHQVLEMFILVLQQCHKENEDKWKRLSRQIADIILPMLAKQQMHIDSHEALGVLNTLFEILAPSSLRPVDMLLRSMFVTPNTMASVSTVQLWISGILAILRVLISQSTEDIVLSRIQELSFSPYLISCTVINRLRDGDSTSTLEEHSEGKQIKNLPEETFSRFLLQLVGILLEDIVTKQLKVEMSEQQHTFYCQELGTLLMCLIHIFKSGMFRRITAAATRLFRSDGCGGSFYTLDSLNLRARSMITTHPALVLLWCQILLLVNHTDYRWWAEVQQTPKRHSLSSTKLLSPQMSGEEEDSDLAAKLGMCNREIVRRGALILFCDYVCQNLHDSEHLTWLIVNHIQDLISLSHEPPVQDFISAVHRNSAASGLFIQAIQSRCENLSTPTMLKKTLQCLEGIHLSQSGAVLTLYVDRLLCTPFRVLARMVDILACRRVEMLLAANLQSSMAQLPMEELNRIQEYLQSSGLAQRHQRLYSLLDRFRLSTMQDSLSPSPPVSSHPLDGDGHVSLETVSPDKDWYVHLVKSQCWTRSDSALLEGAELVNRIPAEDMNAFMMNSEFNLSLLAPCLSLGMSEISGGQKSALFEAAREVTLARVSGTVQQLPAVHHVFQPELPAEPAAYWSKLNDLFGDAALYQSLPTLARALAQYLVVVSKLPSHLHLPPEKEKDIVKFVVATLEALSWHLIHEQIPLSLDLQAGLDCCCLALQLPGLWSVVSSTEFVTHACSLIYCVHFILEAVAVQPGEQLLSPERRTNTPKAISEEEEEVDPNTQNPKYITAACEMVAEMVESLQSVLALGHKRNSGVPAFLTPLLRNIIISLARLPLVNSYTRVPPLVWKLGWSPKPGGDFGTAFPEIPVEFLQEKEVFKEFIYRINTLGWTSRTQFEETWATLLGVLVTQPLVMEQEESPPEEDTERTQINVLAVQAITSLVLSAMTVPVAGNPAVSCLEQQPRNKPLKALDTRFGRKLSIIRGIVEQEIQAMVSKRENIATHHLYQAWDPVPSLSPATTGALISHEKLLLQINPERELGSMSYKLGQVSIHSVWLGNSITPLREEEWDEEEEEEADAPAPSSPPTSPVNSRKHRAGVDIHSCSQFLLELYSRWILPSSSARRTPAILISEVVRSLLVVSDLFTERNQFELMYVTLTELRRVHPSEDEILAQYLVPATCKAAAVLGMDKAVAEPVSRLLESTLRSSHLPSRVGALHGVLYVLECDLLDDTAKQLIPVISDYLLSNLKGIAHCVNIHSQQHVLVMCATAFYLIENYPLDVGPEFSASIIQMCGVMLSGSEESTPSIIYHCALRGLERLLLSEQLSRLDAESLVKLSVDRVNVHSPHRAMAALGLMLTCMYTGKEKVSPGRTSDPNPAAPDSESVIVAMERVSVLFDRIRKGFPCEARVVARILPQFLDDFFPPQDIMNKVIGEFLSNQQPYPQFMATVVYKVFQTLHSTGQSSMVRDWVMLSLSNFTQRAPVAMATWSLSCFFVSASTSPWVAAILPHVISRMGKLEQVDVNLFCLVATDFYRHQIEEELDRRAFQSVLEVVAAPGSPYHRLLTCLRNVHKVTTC
* = called active by the depositor; i = inactive; x = not tested or not shown; & = joins results of further samples. No stated cut-off is given here; in the data, active means inhibition above about 50%; inactive means the rest. These rows are one share of the data (hit frequency here may not be typical).

SMILES | Pf apPOL inh | mHTT CaM bind
Cc1ccc(C(=O)Nc2cccc(NC(=O)c3ccco3)c2)c(Cl)c1 | -7 | 7
O=C(NCC1CCCO1)C(=O)Nc1nccs1 (centres undefined) | -9 | -7
CC(C)C(=O)NCc1csc(C2CCN(C(=O)Cc3ccccc3Cl)CC2)n1 | 1 | -1
CN(NC(=O)c1ccncc1)c1ccc(C(F)(F)F)cc1[N+](=O)[O-] | -3 | x
O=C(c1ccccc1C(F)(F)F)N1CC(c2nc(-c3ncccn3)no2)C1 | -4 | -23
Fc1ccc(-c2nnc(Cc3nc(-c4ccccc4)no3)o2)cc1 | -3 | -3
COc1ccc(CCNc2ncnc3ccc(Br)cc23)cc1OC | -5 | 1
CCN1C(=O)/C(=C\c2nc3ccc(I)cc3c(=O)n2CC)c2ccccc21 | -10 | 44
Cc1cccc(C)c1NC(=O)CN(c1cc(C(F)(F)F)ccc1Cl)S(C)(=O)=O | -6 | 3
CC1(C(=O)NCc2cccnc2)CCC(=O)N1Cc1cccs1 (centres undefined) | 2 | 4
O=[N+]([O-])c1ccc2nc(N3CCN(Cc4ccc5c(c4)OCO5)CC3)sc2c1 | -10 | 1
Cn1c(=O)c(N2CCN(C(=O)C3CCCC3)CC2)nc2ccccc21 | -2 | -10
O=C(NCc1ccccc1)c1ccc2c(c1)Sc1ncccc1C(=O)N2C1CC1 | -21 | 0
O=C(Nc1ccc(F)c(Cl)c1)c1cc(=O)c(OCc2ccc(F)cc2)c[nH]1 | -3 | -13
CCCSc1nnc2c(n1)OC(c1cccnc1)N(C(C)=O)c1ccccc1-2 (centres undefined) | -8 | 5

The closing 3 compounds of the part above open the next one:
SMILES | Pf apPOL inh | mHTT CaM bind
O=C(NCc1ccccc1)c1ccc2c(c1)Sc1ncccc1C(=O)N2C1CC1 | -21 | 0
O=C(Nc1ccc(F)c(Cl)c1)c1cc(=O)c(OCc2ccc(F)cc2)c[nH]1 | -3 | -13
CCCSc1nnc2c(n1)OC(c1cccnc1)N(C(C)=O)c1ccccc1-2 (centres undefined) | -8 | 5
CC(C)C(=O)N1CCCN(c2ccc(NC(=O)c3cccc(F)c3)cn2)CC1 | -6 | -3
CNC(=O)C(=O)Nc1cccc(Cl)c1Cl | -2 | -2
COc1cc2ncnc(-n3nc(-c4ccccn4)nc3N)c2cc1OC | -8 | x
Cc1ccc2nc(C(=O)N3CCN(c4ccccn4)CC3)cn2c1 | -5 | -1
CC(C)n1c(C(F)(F)F)nc2cc(C(=O)NCc3ccncc3)ccc21 | -3&-18 | x
Cc1[nH]c2ccc(Br)cc2c(=O)c1CN1CCOCC1 | -1 | -1
Cc1ccc(NC(N)=Nc2nc(C)cc(C)n2)cc1 | 2 | -2
CC(C)CCNC(=O)c1cccc(-c2nc(-c3ccc(F)cc3)no2)c1 | 1 | -8
C=CCOc1c(Br)cc(C=C2C(=O)NC(=O)NC2=O)cc1OC | -8 | 8
COc1ccc(Cl)cc1Nc1ncnc2c1cnn2-c1ccc(Cl)cc1 | -2 | 17
CCCCOc1ccc(-c2ccc(C#N)cc2)cc1 | 7 | x
Cn1c(C2CCN(C(=O)COc3cccc(Cl)c3)C2)nc2ccncc21 (centres undefined) | -5 | 6
O=S(=O)(NCC1CC2CCC1C2)c1ccc2c(c1)OCCO2 (centres undefined) | x | 1
COc1cc(C(=O)Nc2ccc(O)c(C(=O)O)c2)cc(OC)c1OC | 1 | 4
Cc1nc(-c2ccccc2)sc1C(=O)N1CCC(CC(=O)N2CCCCCC2)CC1 | -8 | 22

Structural class: the compounds so far with an aryl methoxy group.
SMILES | Pf apPOL inh | mHTT CaM bind
COc1ccc(CCNc2ncnc3ccc(Br)cc23)cc1OC | -5 | 1
COc1cc2ncnc(-n3nc(-c4ccccn4)nc3N)c2cc1OC | -8 | x
C=CCOc1c(Br)cc(C=C2C(=O)NC(=O)NC2=O)cc1OC | -8 | 8
COc1ccc(Cl)cc1Nc1ncnc2c1cnn2-c1ccc(Cl)cc1 | -2 | 17
COc1cc(C(=O)Nc2ccc(O)c(C(=O)O)c2)cc(OC)c1OC | 1 | 4

Reformatted with values under each structure: part of the list above.
Every second line gives: Pf apPOL inh | mHTT CaM bind
CCCCOc1ccc(-c2ccc(C#N)cc2)cc1
→ 7 | x
Cn1c(C2CCN(C(=O)COc3cccc(Cl)c3)C2)nc2ccncc21 (centres undefined)
→ -5 | 6
O=S(=O)(NCC1CC2CCC1C2)c1ccc2c(c1)OCCO2 (centres undefined)
→ x | 1
COc1cc(C(=O)Nc2ccc(O)c(C(=O)O)c2)cc(OC)c1OC
→ 1 | 4

Back to the main list with the five entries that preceded the break.
SMILES | Pf apPOL inh | mHTT CaM bind
CCCCOc1ccc(-c2ccc(C#N)cc2)cc1 | 7 | x
Cn1c(C2CCN(C(=O)COc3cccc(Cl)c3)C2)nc2ccncc21 (centres undefined) | -5 | 6
O=S(=O)(NCC1CC2CCC1C2)c1ccc2c(c1)OCCO2 (centres undefined) | x | 1
COc1cc(C(=O)Nc2ccc(O)c(C(=O)O)c2)cc(OC)c1OC | 1 | 4
Cc1nc(-c2ccccc2)sc1C(=O)N1CCC(CC(=O)N2CCCCCC2)CC1 | -8 | 22
Cc1ccn2cc(CCNC(=O)C(C)(C)C)nc2c1 | -7 | -13
O=[N+]([O-])c1ccc(CSc2nnnn2-c2ccccc2F)cc1 | -4 | 2
O=C(NCc1cccnc1)C1CCC(=O)N1Cc1ccccc1Cl (centres undefined) | -19 | -6
Clc1ccc(OCCNCc2ccco2)cc1 | 4 | -7
CCC(C)Nc1cc(C)c(C#N)c2nc3ccccc3n12 (centres undefined) | -6 | 0
Cc1cccc(CNC(=O)CC2CCN(C(=O)c3[nH]c(C)cc3C)CC2)c1 | -5 | 24
COc1cc(/C=C2/C(=O)ON=C2C)ccc1OCC(C)C | -7 | 16
O=CN1CCN(Cc2ccc(Cl)cc2)CC1 | 1 | -7
O=C(Nc1ccccc1C(F)(F)F)O[C@@H]1CC[C@@]23CCCN2C(=O)CCC[C@H]3C1 | -8 | -12
Cc1ccccc1C(=O)NC(NCc1ccccc1)C(Cl)(Cl)Cl (centres undefined) | -5 | -17
O=C(NC1CC2CC1N(C(=O)c1ccc(C(F)(F)F)s1)C2)c1cccs1 (centres undefined) | 0 | -2
O=C(NCc1ccc2c(c1)OCO2)C1CCCN(c2ncnc3c2nc2n3CCCCC2)C1 (centres undefined) | 1 | -2
COc1ccc(Br)cc1/C=C1/N=C(c2ccc([N+](=O)[O-])cc2)OC1=O | -3 | -5
C#CCOC1(c2ccc(Cl)cc2)OC(=O)c2ccccc21 (centres undefined) | -3 | -34
CC(=O)Nc1cccc(S(=O)(=O)N2CCCCCC2)c1 | -4 | 1
COc1ccc(CNC(=O)C2(C)CCCN(C(=O)c3c(F)cccc3F)C2)cc1 (centres undefined) | -5 | -1
Cn1cc(S(=O)(=O)N2CCN(C(=O)C3CCN(S(C)(=O)=O)CC3)CC2)cn1 | x | -4
CCCCOc1ccc(CN2CCc3cc(OC)c(OC)cc3C2)cc1 | -11 | 17
O=C1CC(C(F)(F)C(F)F)=Nc2ccccc2N1 | -7 | -10
COc1ccccc1CNC(=O)c1ccc(=O)n(Cc2ccc(F)cc2)n1 | -31 | 11
CCOc1ccc(C(=O)N2CCC(c3cnn(-c4cccc(F)c4)c3)CC2)cc1 | -2 | -9
CC1Cc2nc(SCC(=O)Nc3ccccc3F)n(Cc3ccccc3)c(=O)c2S1 (centres undefined) | 16 | 18
Cc1[nH]nc2c1C1(C(=O)Nc3ccc(F)cc31)C(C#N)=C(N)O2 (centres undefined) | 0 | 1
CC(Oc1ccccc1F)C(=O)Nc1ccccc1Cl (centres undefined) | -2 | -43
CC(C)CCNC(=O)C1(C)CCC(=O)N1Cc1ccc(Cl)cc1 (centres undefined) | -1 | 12
O=C1CCC(=O)N1c1ccc(Oc2ccc(Cl)cc2Cl)cc1 | 2 | -3
Cc1onc(-c2ccccc2)c1C1=N/C(=C/c2ccccc2Cl)C(=O)O1 | 1 | -6
O=C(CCn1cnc2c(cnn2-c2ccccc2)c1=O)N1CCN(C(=O)c2ccco2)CC1 | -6 | -5
O=C(Nc1ccccc1Cl)N(Cc1ccsc1)CC(F)(F)F | -2 | -23
Cc1noc(C)c1C1CCCN1C(=O)c1cccc(C(F)(F)F)c1 (centres undefined) | 3 | -3
COc1cccc(-c2nc(C=Nc3ccc(Cl)cc3Cl)c(O)o2)c1 | -7 | -2
O=C(NCCc1nc2ccccc2[nH]1)c1cccc(Cl)c1 | -73 | 8
Cc1ccc(Cl)cc1NC(=O)CSc1nncn1C | -5 | 0
O=C(NCc1ccco1)C(=O)Nc1ccc2c(c1)OCO2 | -2 | 0
O=C1OC(Nc2ccc([N+](=O)[O-])cn2)c2ccccc21 (centres undefined) | -3 | x
Cc1cc(C2CCCN2C(=O)c2ccn(C)n2)on1 (centres undefined) | -3 | -5
Nc1nonc1C(=O)N/N=C\c1ccco1 | x | i
CCOc1ccc(N2COc3ccc(OC)cc3C2)cc1 | -5 | 51*
O=C(O)/C=C/C=C/c1ccco1 | x | 1
CCOc1ccccc1NS(=O)(=O)c1ccc2c(c1)CCN2C(=O)C1CC1 | 8 | 6
CCn1c(=O)[nH]c2ccc(Br)cc2c1=O | 7 | 5
CC(=O)c1ccc(NC(=O)CCC(=O)Nc2ccc(C(C)=O)cc2)cc1 | 0 | 2
CC(C)Cn1c(=O)c(-c2ccc(C(=O)NCc3cccnc3)cc2)nc2ccccc21 | -5 | -2
CN1CCN(S(=O)(=O)c2ccccc2F)c2ccccc21 | -7 | 40
CC(C)(C)N1Cc2nnn(CC3CCCCC3)c2-c2ccccc2S1(=O)=O | -7 | -15
CCNc1cc(N2CCCC(CCC(=O)NCc3cc(F)cc(F)c3)C2)ncn1 (centres undefined) | -5 | -3
CCOC(=O)N1CCC2(CC1)N=C(c1cc(Cl)ccc1O)CC(c1ccc(F)cc1)N2 (centres undefined) | -3 | 21
CCOc1ccc(C2N(c3ccc(F)cc3)C(=O)C3CCCN32)cc1OC (centres undefined) | -2 | 29
CCCc1cc(C2CCCN2C(=O)Cc2cccc(F)c2)no1 (centres undefined) | -3 | -2
O=C1CC(c2cccc(Cl)c2Cl)c2cc3c(cc2N1)CCC3 (centres undefined) | -6 | -4
CCOc1cccc2c1OC(c1ccc(OC)c(OC)c1)N1N=C(c3ccc(C)o3)CC21 (centres undefined) | -16 | 63*
O=C(NCc1cn[nH]c1-c1ccccc1)c1ccc(C(F)(F)F)cc1 | -4 | -10
Cc1ccc(-c2cc(C(=O)N3CCCC(C(=O)NCC4CC4)C3)no2)cc1 (centres undefined) | -3 | -5
O=[N+]([O-])c1cccc(CNC2CCCC2)c1 | -6 | 3
COc1cccc2c1OC1(C)CC2NC(=O)N1c1ccccc1 (centres undefined) | -10 | -3
CC1CN(C(=O)c2ccc(F)c(Cl)c2)CC1c1nc(-c2cccnc2)no1 (centres undefined) | 2 | 15
CC(C)(C)c1ccc(C(=O)NC2CC3CCC2C3)cc1 (centres undefined) | -3 | -6
Cc1ccccc1C1c2ccsc2CCN1C(=O)C(C)C (centres undefined) | 8 | -20
CN1C(=O)C2(CCN(C(=O)Nc3ccc4c(c3)OCO4)C2)c2ccccc21 (centres undefined) | -3 | 2
COc1ccc(CN2CCN(C(=O)CC(C)C)CC2)cc1 | -6 | -5
The results go on.
SMILES | Pf apPOL inh | mHTT CaM bind
Cc1cc(OCC(=O)Nc2ccccc2F)nc(N2CCCCC2)n1 | 1 | -1
OC(COc1ccc2c(c1)OCO2)CN1CCN(c2ccccn2)CC1 (centres undefined) | 1 | 11
O=[N+]([O-])C(=C1NCCN1)C(=C(Cl)Cl)N1CCCC1 | 2 | 2
N=c1c(C(=O)NCC2CCCO2)cc2c(=O)n3ccccc3nc2n1CCc1ccccc1 (centres undefined) | -8 | -5
COc1cccc2c1OC1(C)CC2NC(=O)N1c1ccc(F)cc1 (centres undefined) | -4 | -6
Cc1sc2ncn(CC(=O)Nc3ccc(F)cc3)c(=O)c2c1S(=O)(=O)N1CCN(C)CC1 | -5 | -2
CCC(=O)N1CCCC2(C1)Nc1cccnc1NC2=NC1CCCC1 (centres undefined) | 1 | 7
CSC1=NC(=Cc2ccc([N+](=O)[O-])s2)C(=O)N1Cc1ccco1 | -10 | x
Cc1c(NC(=O)CC2CCCCC2)cccc1-n1cnnn1 | -1 | -14
Cc1ccc(C2CN(S(=O)(=O)c3c(C)noc3C)CCN2C)cc1 (centres undefined) | 3 | 4
FC(F)(F)c1nnc2n1Nc1nc3ccccc3nc1S2 | -2 | 2
O=c1[nH]c(-c2ccc(Cl)cc2)nc2ccccc12 | -1&-8 | -6&3
O=C(c1ccccc1Br)N1N=C(C2CCCCC2)CC1(O)C(F)(F)F (centres undefined) | 5 | -11
O=C(NCc1cnc(-c2ccccc2)s1)c1ccc([N+](=O)[O-])cc1 | -6 | 0
COc1cccc(C2CC(C(F)(F)F)n3ncc(C(=O)NCCc4ccccc4)c3N2)c1 (centres undefined) | -3 | -1
Cc1ccc(N2C(=O)CSC23C(=O)Nc2ccccc23)cc1 (centres undefined) | -5 | -2
Cc1onc(-c2ccccc2Cl)c1C(=O)N1CCC(C(=O)Nc2nccs2)CC1 | -6 | -6
